TAG inh: inhibitors of triacylglycerol accumulation, primary screen, cell-based, uHTS, fluorescence, H9c2. H9c2 cells, Nile Red lipid (TAG) fluorescence; cells loaded with 200 µM oleic acid. inhibition, % at 12.5 µM. 230,000 tested, 0.66% active. AID 651582, 2012;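 active = pattern-corrected inhibition of lipid staining of at least 50% with the nuclear-stain viability signal not falling by more than 50%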;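 also: 0% = DMSO wells and 100% = triacsin C control wells; some results filed as inactive read as strong as hits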
TAG inh DAPI viability: also measured in TAG inh; calls as there; DAPI nuclei signal change (viability), lower = more cytotoxic, %;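 whole-well DAPI fluorescence read on a plate reader as a viability signal; minus 50 percent equals half of cells still viable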
An asterisk follows results filed as active.

Values run as follows: TAG inh	TAG inh DAPI viability
- COc1ccc(C)cc1S(=O)(=O)N(C)CC(=O)N1CCN(c2ccccc2)CC1
 : -5	-3
- O=C(CCn1c(=O)[nH]c2ccsc2c1=O)N(CCc1ccccc1)Cc1ccccc1
 : 42	-1
- O=[N+]([O-])c1cc([N+](=O)[O-])c(Oc2ccc(F)cc2)cc1NN1CCCCC1
 : -1	7
- O=C(CC1C[C@H](C(=O)N2CCCCC2)[C@@]2(CCc3ccccc3)c3[nH]c4ccccc4c3CCN2C1=O)NCCc1ccccn1 (some centres not stated)
 : 19	-12
- CCOc1ccc(/C=C/C(=O)c2c(O)cc(C)oc2=O)cc1
 : 1	5
- CCN1/C(=C2\OC(=S)N(C)C2=O)C=Cc2ccccc21
 : 13	-3
- CNc1nc(Cl)c(SC)c(N2CCOCC2)n1
 : -8	-1
- Cc1cc(C)nc(Nc2cccc(C(F)(F)F)c2)n1
 : 6	-4
- O=C(c1ccc(Cl)c(Cl)c1)N1CCCC1
 : 5	-3
- CC(=O)Nc1ccc(N(C(=O)c2ccco2)C(C(=O)NC2CCCC2)c2cccs2)cc1 (configuration not stated)
 : -13	-1
- CN(C)c1ccc(-c2cc(O)c3ncccc3c2)cc1
 : 45	-4
- Cc1nn(-c2ccccc2)c(C)c1C(=O)OCC(=O)NCc1ccco1
 : 15	-10
- Cc1cc(=O)n2[nH]c(NCc3c(F)cccc3Cl)nc2n1
 : -9	0
- CN(C)C(=O)c1ccc(NC(=O)COc2cccc3c2OC(C)(C)C3)cc1
 : -5	10
- COc1ccc(/C=N/n2c(C)cc(C)cc2=O)cc1
 : 3	-9

Values run as follows: TAG inh	TAG inh DAPI viability
- CCCCN(C(=O)c1cc2c(s1)CCC2)c1c(N)n(CC(C)C)c(=O)[nH]c1=O
 : 23	5
- COc1ccc(S(=O)(=O)N2CCOC2CNC(=O)C(=O)NCCCN2CCOCC2)cc1C (configuration not stated)
 : 19	-9
- CCOC(=O)c1n[nH]c2ccccc12
 : 1	-1
- CN(C)Cc1csc(NC(=O)Nc2cccc(Cl)c2)n1
 : 22	-5
- CN(C(=O)Nc1ccc(C(C)(C)C)cc1)C1CCCCC1
 : -4	3
- CC(C)COc1ccc(C(=O)NNC(=O)CCC(=O)c2cccs2)cc1
 : 2	-3
- CN(CCCNC(=O)C1CCC(=O)N1Cc1ccc(F)cc1)c1ccccc1 (configuration not stated)
 : 3	-2
- CC(C)c1ccc(OCC(=O)N2CCN(c3ccccn3)CC2)c(Br)c1
 : 0	4
- CN(C)C=Nc1nc2ccccc2nc1N1CCCC1
 : 9	5
- CC(C)C(NC(=O)OC(C)(C)C)C(=O)N1CCCC1C(=O)NC(Cc1ccccc1)C(N)=O (configuration not stated)
 : -1	8
- CC(=O)OC1CCC2(C)C(CCC3C4CC=C(C(C)=O)C4(C)OC(=O)CC32)C1 (configuration not stated)
 : 85	-68
- O=C(Nc1ccn(Cc2ccc(F)cc2)n1)c1ccncc1
 : -25	3
- CCOc1ccc(/C(C)=N\NC(=O)Cc2ccccc2)cc1
 : 12	-10
- COc1ccccc1NC(=O)c1coc(=O)c(Br)c1
 : 0	-1
- COc1ccc(C(=O)N2CCC(C)(C(=O)NS(=O)(=O)C3CC3)C2)cc1 (configuration not stated)
 : 0	3

Part of the list above in order of formula weight, low to high.
Values run as follows: TAG inh	TAG inh DAPI viability
- CCOC(=O)c1n[nH]c2ccccc12
 : 1	-1
- O=C(c1ccc(Cl)c(Cl)c1)N1CCCC1
 : 5	-3
- COc1ccc(/C=N/n2c(C)cc(C)cc2=O)cc1
 : 3	-9
- CN(C)c1ccc(-c2cc(O)c3ncccc3c2)cc1
 : 45	-4
- Cc1cc(C)nc(Nc2cccc(C(F)(F)F)c2)n1
 : 6	-4
- CN(C)C=Nc1nc2ccccc2nc1N1CCCC1
 : 9	5
- CNc1nc(Cl)c(SC)c(N2CCOCC2)n1
 : -8	-1
- CCN1/C(=C2\OC(=S)N(C)C2=O)C=Cc2ccccc21
 : 13	-3
- CN(C(=O)Nc1ccc(C(C)(C)C)cc1)C1CCCCC1
 : -4	3
- CCOc1ccc(/C(C)=N\NC(=O)Cc2ccccc2)cc1
 : 12	-10
- CCOc1ccc(/C=C/C(=O)c2c(O)cc(C)oc2=O)cc1
 : 1	5
- Cc1cc(=O)n2[nH]c(NCc3c(F)cccc3Cl)nc2n1
 : -9	0
- CN(C)Cc1csc(NC(=O)Nc2cccc(Cl)c2)n1
 : 22	-5
- COc1ccccc1NC(=O)c1coc(=O)c(Br)c1
 : 0	-1
- Cc1nn(-c2ccccc2)c(C)c1C(=O)OCC(=O)NCc1ccco1
 : 15	-10
- COc1ccc(C(=O)N2CCC(C)(C(=O)NS(=O)(=O)C3CC3)C2)cc1 (configuration not stated)
 : 0	3
- CN(C)C(=O)c1ccc(NC(=O)COc2cccc3c2OC(C)(C)C3)cc1
 : -5	10
- CC(C)COc1ccc(C(=O)NNC(=O)CCC(=O)c2cccs2)cc1
 : 2	-3
- O=[N+]([O-])c1cc([N+](=O)[O-])c(Oc2ccc(F)cc2)cc1NN1CCCCC1
 : -1	7
- CN(CCCNC(=O)C1CCC(=O)N1Cc1ccc(F)cc1)c1ccccc1 (configuration not stated)
 : 3	-2
- CC(=O)OC1CCC2(C)C(CCC3C4CC=C(C(C)=O)C4(C)OC(=O)CC32)C1 (configuration not stated)
 : 85	-68
- CCCCN(C(=O)c1cc2c(s1)CCC2)c1c(N)n(CC(C)C)c(=O)[nH]c1=O
 : 23	5
- COc1ccc(C)cc1S(=O)(=O)N(C)CC(=O)N1CCN(c2ccccc2)CC1
 : -5	-3
- O=C(CCn1c(=O)[nH]c2ccsc2c1=O)N(CCc1ccccc1)Cc1ccccc1
 : 42	-1
- CC(=O)Nc1ccc(N(C(=O)c2ccco2)C(C(=O)NC2CCCC2)c2cccs2)cc1 (configuration not stated)
 : -13	-1
- CC(C)C(NC(=O)OC(C)(C)C)C(=O)N1CCCC1C(=O)NC(Cc1ccccc1)C(N)=O (configuration not stated)
 : -1	8
- COc1ccc(S(=O)(=O)N2CCOC2CNC(=O)C(=O)NCCCN2CCOCC2)cc1C (configuration not stated)
 : 19	-9
- O=C(CC1C[C@H](C(=O)N2CCCCC2)[C@@]2(CCc3ccccc3)c3[nH]c4ccccc4c3CCN2C1=O)NCCc1ccccn1 (some centres not stated)
 : 19	-12

Three entries from above, field by field:
canonical_smiles: CCCCN(C(=O)c1cc2c(s1)CCC2)c1c(N)n(CC(C)C)c(=O)[nH]c1=O
  TAG inh: 23 | TAG inh DAPI viability: 5
canonical_smiles: COc1ccc(S(=O)(=O)N2CCOC2CNC(=O)C(=O)NCCCN2CCOCC2)cc1C (configuration not stated)
  TAG inh: 19 | TAG inh DAPI viability: -9
canonical_smiles: CCOC(=O)c1n[nH]c2ccccc12
  TAG inh: 1 | TAG inh DAPI viability: -1

(further entries)
Values run as follows: TAG inh	TAG inh DAPI viability
- O=C(Nc1ccc(F)c(Cl)c1)N1CCCCCC1
 : -4	-2
- CC(=O)Nc1ccc(C(=O)Nc2ccncc2)cc1
 : -7	-1
- CC1CCc2ccccc2N1C(=O)c1cccs1 (configuration not stated)
 : 2	-18
- CCCCCCCCCCCCN1[C@@H](CC(=O)OC)c2cc(F)ccc2S1(=O)=O
 : -40	4
- Cc1cc[n+](CC(=O)c2ccccc2)c2ccccc12
 : -6	4
- O=C(Cc1ccc(Cl)cc1)N/N=C/c1ccncc1
 : -8	-11
- O=C(Cc1c(F)cccc1Cl)NNC(=S)Nc1ccc(S(=O)(=O)Nc2ncccn2)cc1
 : 21	-7
- Cn1c(SCc2ccccc2)nnc1C1CCCNC1 (configuration not stated)
 : 5	-5
- CC(=O)c1cccc(Nc2nc(-c3sc(N)nc3C)cs2)c1
 : -1	2
- Fc1ccc(NC(=S)Nc2cccnc2)cc1Cl
 : -2	-7
- CCOC(=O)N1CCC(NC(=O)Cn2nc(Cc3ccncc3)c3ccccc3c2=O)CC1
 : 1	-6
- O=C(Nc1c(S(=O)(=O)c2ccc(Cl)cc2)csc1Br)c1ccccc1Cl
 : -5	-1
- O=C(OCc1cn([C@@H]2C[C@H](c3ccccc3)N(Cc3cccs3)C[C@H]2O)nn1)c1ccccc1
 : -14	-6
- O=C(COC(=O)/C=C/c1ccccc1[N+](=O)[O-])NC1CCS(=O)(=O)C1 (configuration not stated)
 : 2	5
- CCn1c(SC)nc2cc(S(=O)(=O)N3CCCCC3)ccc21
 : -22	-9

Values run as follows: TAG inh	TAG inh DAPI viability
- Cc1cccc(NC(=O)CNC(=O)Cc2ccc3c(c2)OCCO3)c1C
 : -9	1
- CC(C)NC(=O)N(C)C[C@H]1Oc2c(NC(=O)Nc3ccc(C(F)(F)F)cc3)cccc2C(=O)N([C@H](C)CO)C[C@@H]1C
 : 0	9
- Cc1cc(OC(C)C(=O)NNC(=O)Nc2ccc(F)cc2F)cc(C)c1Cl (configuration not stated)
 : 1	2
- COc1ccc(OC)c(/C=N/NC(=O)C(=O)N2CCCC2)c1
 : 1	-5
- CC(=O)Nc1ccccc1N(C)S(=O)(=O)c1ccc(C)cc1
 : -3	-14
- O=[N+]([O-])c1ccccc1CNCCO
 : 7	-3
- COc1cccc(C(=O)C2CCCN(Cc3cccn3-c3cccnc3)C2)c1 (configuration not stated)
 : -10	12
- Cc1ccc(SCCCn2cnc3ccccc3c2=O)cc1
 : -16	3
- O=C(O)c1cc(-c2ccccc2)c(N2CCOCC2)s1
 : 0	-3
- CC(C)CN1CCN(Cc2ccc3ncccc3c2)CC1CCO (configuration not stated)
 : -1	15
- COCCNC(=O)c1onc(CSc2cccc(OC)c2)c1C(=O)O
 : -27	8
- CCCn1c2c(c(O)c(C(=O)Nc3ccccc3)c1=O)CCCC2
 : 3	13
- Cc1ccc(Cl)c(OCC(=O)Nc2ccccc2C(=O)NC2CC2)c1
 : 22	-4
- Cc1cc(C(=O)COc2cccc([N+](=O)[O-])c2)c(C)n1C1CC1
 : 2	-10
- Nc1nc(N)c(-c2cccc(C(F)(F)F)c2)c(Cc2cccc(C(F)(F)F)c2)n1
 : -9	6

Values run as follows: TAG inh	TAG inh DAPI viability
- COC(=O)C1C(O)=C(C=Nc2cccc3ccccc23)C(=O)CC1(C)C (configuration not stated)
 : 11	-7
- COc1ccc(NC(=O)CN(C)CC(=O)Nc2sc3c(c2C(N)=O)CCC3)cc1
 : 6	4
- COc1ccc2[nH]cc(S(=O)(=O)c3ccc(C(C)C)cc3)c(=O)c2c1
 : -26	-1
- C=CC[C@H](CC(=O)N(CCO)Cc1ccccc1)C(=O)N[C@H](COC(=O)[C@@H](CC=C)Cc1ccc(F)cc1)Cc1ccccc1
 : 23	-4
- Cc1cnc(C)c(N2CCC(C(=O)NC(C)c3cccs3)CC2)n1 (configuration not stated)
 : 5	-10
- FC(F)(F)C12CC(c3ccccc3)=NCCN1CCN2 (configuration not stated)
 : -10	17
- O=C(COC(=O)CNC(=O)c1ccccc1)NC1CCCCC1
 : 0	-3
- CCO[C@@H]1OC(C(=O)N2CCOCC2)=C[C@H](C2CCCCC2)[C@H]1CCCO
 : 4	-2
- COc1ccccc1CN1CCC(n2nccc2NC(=O)CCCc2ccccc2)CC1
 : 31	-6
- C=CCOc1ccc(-c2nc3c(c(=O)[nH]c(=O)n3CCCC)n2C)cc1OC
 : 11	9
- COc1ccccc1-n1c(SCC(=O)N2CCOCC2)nc(O)cc1=O
 : 9	4
- N#Cc1nc(N2CCOCC2)nc(N2CCOCC2)n1
 : -1	3
- CCCNC(=O)C1(C)CCCN(Cc2csc3ccccc23)C1 (configuration not stated)
 : -10	2
- O=C(Nc1nnc(-c2ccccc2)o1)C1CCCCC1
 : -2	0
- CC(C)NC(=O)c1ccc(OC2CSC2)cc1
 : 1	3

Values run as follows: TAG inh	TAG inh DAPI viability
- COc1ccc(/C=C/C(=O)N2CCN(S(=O)(=O)c3ccccc3)CC2)cc1OC
 : 14	-13
- O=C1CN(C(=O)c2ccc(F)c(S(=O)(=O)N3CCOCC3)c2)c2ccccc2N1
 : -6	0
- CCN(CC)S(=O)(=O)c1ccc(NC(=O)CC(NC(C)=O)c2ccccc2)cc1 (configuration not stated)
 : 0	-4
- CCCC(C)C(=O)Nc1ccc2c(c1)OCCO2 (configuration not stated)
 : 6	5
- C/C(Cc1ccccc1)=N\NC(=O)CNC(=O)c1cccc(Cl)c1
 : 4	3
- Fc1ccccc1-c1nc(-c2ccc(Cl)cc2)no1
 : 5	-7
- Cc1ccc(S(=O)(=O)N(C)CC(=O)NC2CC(C)(C)NC(C)(C)C2)cc1
 : -5	18
- O=C(NCc1cccc(Cl)c1)NC(=O)c1csc([N+](=O)[O-])c1
 : 5	-2
- Cc1noc(NS(=O)(=O)c2ccc(N/C=C\C(=O)c3ccncc3)cc2)c1C
 : 17	-8
- COc1cccc(CN2CCCC(CNC(=O)c3ccc(F)cc3)C2)c1OC (configuration not stated)
 : -8	-2
- C[C@H](CO)N1C[C@H](C)[C@@H](CN(C)C(=O)CC2CC2)Oc2cc(Br)ccc2S1(=O)=O
 : -15	10
- COC1=CC(=O)C(OC)=C(OC)C1=O
 : 10	-7
- O=C(NC(=S)Nc1ccccc1N1CCOCC1)c1ccc(Br)cc1
 : -10	-3
- O=C(Cc1cccc([N+](=O)[O-])c1)Nc1ccc(C(=O)N2CCOCC2)cc1
 : -30	-4
- CCOc1cc(/C=N/NC(=O)c2cc(-c3cccc(OC)c3)nc3ccccc23)ccc1O
 : 13	7
- CCC(=O)N1CCc2cc(Br)cc(S(=O)(=O)N3CCCCCC3)c21
 : -4	-1
- O=C(CSc1ncnc2c1oc1ccccc12)Nc1nc2ccccc2s1
 : 2	-6

High-throughput results (PubChem)

This is a subset; rates above refer to the full screens.
